LMPTP block – LMPTP (human) inhibition; AID 651560; inhibition, % at 20 µM; 360,000 compounds, 0.22% hits; P24666; recombinant LMPTP-A, OMFP fluorogenic substrate, fluorescence intensity;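 active means compounds that cut the enzyme signal by at least half of the control window in the single-dose screen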;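 further: plate controls were DMSO wells with enzyme plus substrate for no effect and substrate without enzyme for full effect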
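test system = LMPTP-A | amount = 0.625 nM LMPTP-A final | reagent = fluorogenic phosphatase substrate OMFP at 400 µM final | incubation = 50 min at room temperature | benchmarks = no-enzyme low control, uninhibited high control | medium = Bis-Tris pH 6.0, DTT, detergent | signal = fluorescence intensity of OMFP turnover product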
MsrA inh – bovine MsrA inhibition | purified bovine MsrA, absorbance read-out | 360,000 compounds, 0.75% hits | inhibition, % at 15.5 µM; in the data active means inhibition above about 4.5%;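 further: 0% = vehicle wells with enzyme and 100% = reference inhibitor wells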
NadD inh – blocks S. aureus nicotinate mononucleotide adenylyltransferase. 360,000 compounds, 0.78% hits. inhibition, % at 20 µM. purified NadD enzyme, colorimetric absorbance read-out; in the data active means inhibition above about 26%; further: some compounds past the cut are filed as inactive
Rpn11 inh – blocks the human proteasome subunit Rpn11; O00487; human 26S proteasome, Ub4-pepOG fluorescence polarization; 20S core pre-blocked with epoxomicin; calls only at 20 µM; 360,000 compounds, 0.59% hits; AID 588493;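 active means inhibition at 20 µM, scaled to each plate's controls, above about 33%, limit read from the data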
Target sequence (O00487 whole entry, looked up): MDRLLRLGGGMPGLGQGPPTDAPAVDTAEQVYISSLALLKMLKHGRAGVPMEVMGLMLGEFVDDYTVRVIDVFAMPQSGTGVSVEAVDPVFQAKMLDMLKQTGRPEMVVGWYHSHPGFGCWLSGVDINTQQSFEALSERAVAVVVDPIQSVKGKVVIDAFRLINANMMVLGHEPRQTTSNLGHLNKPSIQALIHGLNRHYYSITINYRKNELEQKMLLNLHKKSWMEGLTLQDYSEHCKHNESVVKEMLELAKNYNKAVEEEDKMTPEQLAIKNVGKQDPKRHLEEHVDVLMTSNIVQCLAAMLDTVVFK
CSN deneddyl inh – CSN deneddylation inhibition. inhibition, % at 12.5 µM. AID 651999. 360,000 compounds, 0.38% hits. Purified CSN, SCF-Nedd8-OG deneddylation, fluorescence polarization;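 active means pattern-corrected inhibition above about 35%, with an unprinted fluorescence ratio check between 0.5 and 1.5, limit read from the data, passing the limit was not always enough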;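 further: 0% = enzyme with substrate and 100% = substrate without enzyme; some results filed as inactive read as strong as hits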
Target sequence (Q92905 whole entry, looked up, one chain of several): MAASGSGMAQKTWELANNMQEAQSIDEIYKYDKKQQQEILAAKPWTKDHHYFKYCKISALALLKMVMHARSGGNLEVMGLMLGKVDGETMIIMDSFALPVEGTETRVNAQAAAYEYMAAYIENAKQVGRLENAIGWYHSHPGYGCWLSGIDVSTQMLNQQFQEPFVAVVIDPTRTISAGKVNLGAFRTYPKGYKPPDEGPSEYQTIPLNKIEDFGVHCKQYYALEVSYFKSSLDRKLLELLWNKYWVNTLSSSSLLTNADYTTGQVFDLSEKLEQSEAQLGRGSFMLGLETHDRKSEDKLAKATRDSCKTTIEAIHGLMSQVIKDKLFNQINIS
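Test system: purified human Csn5 enzyme expressed in HEK293T cells. Amount: 0.24 nM enzyme. Reagent: SCFSkp2-Nedd8OG substrate at 10 nM final. Schedule: 90 min incubation of compound, enzyme and substrate at room temperature. Detection: fluorescence polarization. Read-out: % inhibition of substrate cleavage by Csn5.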
TbMetRS inhib – blocks T. brucei methionyl-tRNA synthetase activity; inhibition, % at 11.9 µM; 360,000 compounds, 0.4% hits; purified T. brucei MetRS, ATP depletion, Kinase-Glo luminescence;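 active means inhibition above a per-plate cutoff of the control wells' mean inhibition plus 3 SD, cut at about 5.5% in these data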;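 further: 0% = DMSO wells median and 100% = median of wells with control inhibitor compound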
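technique = Kinase-Glo luminescence, ATP depletion format | system = purified MetRS (methionyl-tRNA synthetase) enzyme from Trypanosoma brucei | timing = 15 min preincubation, 2 h reaction, all 25 °C | evaluation = percent inhibition versus plate control medians | dosing = single dose, 11.9 µM final nominal, 0.9% final DMSO | also added = substrates ATP, L-methionine and bulk Escherichia coli tRNA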
STEP block – inhibitors of human striatal-enriched phosphatase STEP; recombinant STEP, OMFP fluorogenic substrate, fluorescence; inhibition, % at 20 µM; 360,000 compounds, 0.25% hits; P54829;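 active means inhibition at 20 µM, scaled per plate between control wells, above about 37%, limit read from the data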;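 further: 0% = DMSO with enzyme and substrate and 100% = substrate only without enzyme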
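System: isolated STEP enzyme; schedule: 20 min enzyme reaction at room temperature, protected from light; medium: Bis-Tris buffer pH 6.0, 2.5 mM DTT, 0.005% Tween 20; signal: fluorescence, 480/540 nm; dosing: single compound dose of 20 µM, 1% DMSO final; also added: OMFP substrate, 25 µM final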
Scp-1 inhibitor – Scp-1 (human) phosphatase inhibition; Q9GZU7; Recombinant Scp1, phosphopeptide, malachite green phosphate absorbance; inhibition, % at 20 µM; 340,000 compounds, 0.88% hits; AID 493091;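 active means inhibition above about 50% at 20 µM, limit read from the data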;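 further: plate controls were DMSO wells with enzyme for no effect and wells lacking enzyme for full effect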
Target sequence (Q9GZU7 76-261 limits assumed): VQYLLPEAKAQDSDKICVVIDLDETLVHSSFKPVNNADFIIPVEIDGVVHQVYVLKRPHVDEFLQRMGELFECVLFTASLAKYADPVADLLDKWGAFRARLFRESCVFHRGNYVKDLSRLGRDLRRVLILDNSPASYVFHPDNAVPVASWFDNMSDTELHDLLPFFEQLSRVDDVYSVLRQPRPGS
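Incubation: 45 min enzyme reaction at room temperature / System: truncated SCP-1 phosphatase (76-261aa) / Reagent: Phospho 17-mer peptide substrate / Buffer or medium: Acidic Tris acetate buffer with magnesium and detergent / Signal: absorbance at 630 nm / Doses: one concentration, 20 µM, with 1.0% DMSO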
SUMO1 PPI mod – SUMO1-SIM interaction modulation; inhibition, % at 20 µM; SUMO1 binding to a labelled peptide, TR-FRET, 1 h; AID 602429; 360,000 compounds, 0.33% hits; in the data active means inhibition above about 37%
Target sequence (P63165 whole entry, looked up): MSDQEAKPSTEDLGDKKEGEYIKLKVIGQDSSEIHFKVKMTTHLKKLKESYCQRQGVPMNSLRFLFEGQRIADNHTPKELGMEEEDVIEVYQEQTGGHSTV
DNMT1 inh – blocks human DNA methyltransferase DNMT1. 360,000 compounds, 0.83% hits. P26358. DNMT1 molecular beacon, Hinp1I cleavage, fluorescence. inhibition (reported as % activation of signal), % at 10 µM; in the data active means inhibition above about 50%
Starred values were filed as active, the others as inactive; i = inactive; x = no result given. Random draw from the library; overall some 3.9% were active at least once.

Sequence of screens – TbMetRS inhib	SUMO1 PPI mod	MsrA inh	LMPTP block	Scp-1 inhibitor	NadD inh	Rpn11 inh	DNMT1 inh	CSN deneddyl inh	STEP block
1	N#C/C(=C\c1cc2c(cc1Br)OCO2)c1ccc(C(=O)O)cc1
    -0.3	-16	2.9	-0.3	52*	-4	i	0	-2	3
2	COCc1nnc(NC(=O)CCS(=O)(=O)c2ccccc2)s1
    0.0	0	0.1	-0.5	8	1	i	5	2	1
3	Cc1cc(=O)oc2cc(OC(=O)c3cncc(Br)c3)ccc12
    -0.6	6	-0.7	0.8	-6	-2	i	-1	-3	0
4	COc1ccccc1CCC(=O)OCC(=O)Nc1cccc(S(=O)(=O)N2CCCCC2)c1
    -0.3	7	-0.3	1.1	-2	-11	i	-3	0	0
5	CC(=O)c1c(C)oc(C)c1CSCc1ccc(C(=O)O)o1
    -0.6	8	-1.1	19	65*	-1	i	78*	20	11
6	CCCCCCCCNS(=O)(=O)CCNCCCC
    -0.1	2	0.2	-2.7	-2	-5	i	8	0	-1
7	Cc1c(C)[n+](=O)c(C)c(C)n1[O-]
    -0.3	-5	0.2	-0.8	-10	-1	i	5	-3	-1
8	CCOc1nc(Nc2ccc(OC)c(Cl)c2)nc(OCC)n1
    -1.6	7	0.7	1.4	-3	-4	i	5	-2	-2
9	CCN(CC)C(=O)COc1ccc2oc(-c3ccco3)cc(=O)c2c1
    -0.8	-13	3.7	2.7	74*	-1	i	20	1	4
10	Cc1cccc(NC(=O)CCc2c(C)nn(-c3ccc(N4CCCCC4)nn3)c2C)c1
    -0.3	-6	-0.6	1.2	-11	11	i	-2	-6	-1

Looked up by compound from the entries so far, 3 records:
Sequence of screens – TbMetRS inhib	SUMO1 PPI mod	MsrA inh	LMPTP block	Scp-1 inhibitor	NadD inh	Rpn11 inh	DNMT1 inh	CSN deneddyl inh	STEP block
4	COc1ccccc1CCC(=O)OCC(=O)Nc1cccc(S(=O)(=O)N2CCCCC2)c1
    -0.3	7	-0.3	1.1	-2	-11	i	-3	0	0
10	Cc1cccc(NC(=O)CCc2c(C)nn(-c3ccc(N4CCCCC4)nn3)c2C)c1
    -0.3	-6	-0.6	1.2	-11	11	i	-2	-6	-1
5	CC(=O)c1c(C)oc(C)c1CSCc1ccc(C(=O)O)o1
    -0.6	8	-1.1	19	65*	-1	i	78*	20	11

Going on with the list.
Sequence of screens – TbMetRS inhib	SUMO1 PPI mod	MsrA inh	LMPTP block	Scp-1 inhibitor	NadD inh	Rpn11 inh	DNMT1 inh	CSN deneddyl inh	STEP block
11	COc1ccc(NC(=O)CC2Nc3cc(C)c(C)cc3NC2=O)c([N+](=O)[O-])c1 (configuration not stated)
    -0.7	-21	-0.5	3.3	4	5	i	59*	4	4
12	Cc1ccc(C(=O)N/C(=C\c2cccs2)C(=O)NCCCn2ccnc2)cc1
    0.1	-7	1.0	-2.5	-2	-1	i	11	1	-1
13	O=C(NCc1ccccn1)C1COc2ccccc2O1 (configuration not stated)
    -0.2	2	-0.6	-1.8	-8	-3	i	1	1	5
14	COc1ccc2[nH]c(C(=O)NCCc3ccccc3)cc2c1
    -0.2	1	-0.9	0.6	-1	-4	i	-8	1	2
15	COc1cccc(NC(=O)c2c(C)nn(-c3ccccc3)c2Cl)c1
    0.3	7	1.4	0.2	-10	-4	i	-1	3	0
16	CCCCn1nc(NC(=O)c2cccs2)c2cc3cc(OC)ccc3nc21
    -0.6	-9	1.4	5.5	-6	7	i	-14	-2	0
17	Cc1ccccc1-n1ncc2c1CC(C)(C)CC2NC(=O)c1ccncc1 (configuration not stated)
    -0.3	-2	0.1	0.6	-7	-3	i	1	2	-2
18	CCN(CC)C(=O)c1ccc(C(=O)Nc2ccc(F)cc2)cc1
    -0.2	11	0.1	0.2	-2	1	i	1	0	-1
19	CCOc1ccc(Nc2nc(N(C)c3ccccc3)nc(N)c2[N+](=O)[O-])cc1
    -0.1	-3	0.2	-1.2	-6	4	i	4	1	0
20	Cc1noc(C)c1S(=O)(=O)N(CC(=O)NCCc1ccccc1)c1ccc(C(C)C)cc1
    0.6	-1	-0.6	2.1	-9	-5	i	-1	1	-1
21	Cc1ccc(-c2cc3ncc(C#N)c(N)n3n2)cc1
    1.3	11	-0.4	-1.2	-1	8	i	2	1	-2
22	Cc1ccccc1OCC(O)Cn1c(NCc2ccco2)nc2c1c(=O)[nH]c(=O)n2C (configuration not stated)
    -1.1	1	-1.1	0.1	-6	-3	i	7	-5	-1
23	O=[N+]([O-])c1c(C(Cl)Cl)nn(-c2ccccc2)c1N1CCCC1
    -0.9	-12	-0.9	2.9	-9	-1	i	-3	-4	1
24	COc1cccc(CNC(=O)C(=O)NCCc2ccc(OC)c(OC)c2)c1
    -0.9	-3	-0.8	-0.7	-5	-3	i	-2	-1	-2
25	Cc1cccc(C)c1NC(=O)C1(C)CN(S(C)(=O)=O)CC(=O)N1Cc1cccs1 (configuration not stated)
    -0.1	-6	-0.3	1.4	x	x	x	x	-6	x
26	Cc1ccccc1OCCC(=O)NNC(=O)COc1cccc(F)c1
    -0.5	-2	1.1	-1.4	-3	-3	i	-1	2	0
27	COc1cccc2c1OCC(CN1CCN(Cc3ccccc3F)C(CCO)C1)=C2 (configuration not stated)
    0.2	-1	0.1	-0.7	-10	0	i	-1	-4	-1
28	O=C(NCCN1CCOCC1)c1c(O)nc2sccn2c1=O
    -0.3	5	-1.1	-3.7	1	-4	i	-1	-2	2
29	O=C(CN1CCN(S(=O)(=O)c2ccc(F)c(F)c2)CC1)Nc1ccccc1C(=O)NC1CC1
    -0.4	0	0.1	-0.4	-9	-7	i	-8	-1	-2
30	CC(C)(C)n1nc2c(c1NC(=O)c1c(F)cccc1F)CS(=O)(=O)C2
    -0.5	1	0.0	0.0	-1	-1	i	2	-2	0
31	CCN(CC(=O)NCc1cccs1)C(=O)c1ccc(S(=O)(=O)Nc2ccccc2OC)cc1
    -0.1	7	-1.6	-0.3	-7	-3	i	-1	-4	3
32	CCN(CC)CC(=O)c1c[nH]c2ccc(C)cc12
    0.0	-2	1.2	-0.1	-5	-3	i	-19	0	-2
33	Cc1c(C(=O)NCC2CCCO2)oc2ccc(Br)cc12 (configuration not stated)
    -0.7	4	-1.1	0.6	-12	1	i	1	4	3
34	Cc1ccccc1Nc1nc(N)nc(COC(=O)[C@@H](NC(=O)c2ccccc2Cl)C(C)C)n1
    -0.1	2	-1.7	0.4	0	3	i	-2	-5	-1
35	COc1ccnc(-n2cccc2/C=N/O)c1C#N
    0.3	1	-0.2	-1.0	-8	-1	i	-5	1	5
36	COc1ccc(C(C(=O)NC(C)(C)C)N(Cc2cccs2)C(=O)CCC(=O)Nc2cc(C)on2)cc1 (configuration not stated)
    -0.3	-2	-0.9	0.9	-7	9	i	0	-6	1
37	CC(=O)c1cccc(NC(=S)NC(=O)CC(C)C)c1
    -1.2	0	0.4	-0.3	-5	-4	i	-3	3	0
38	CC1Cc2ccccc2N1Cc1cc(=O)n2ccsc2n1 (configuration not stated)
    -0.4	-1	-0.3	9.3	-10	28*	i	-13	-3	-2
39	CC1CCN(S(=O)(=O)c2ccc(N/N=C(/C#N)C(N)=O)cc2)CC1
    -0.8	-14	4.1	-1.8	-8	-5	i	-2	-1	-1
40	Cc1c(CC(=O)N2CCN(C(=O)C3COc4ccccc4O3)CC2)c(=O)oc2c(O)c(O)ccc12 (configuration not stated)
    -0.1	-5	1.5	41	80*	24	i	19	23	8
41	COc1cc(C(=O)NCCc2c[nH]c3ccccc23)ccc1OCc1c(C)noc1C
    -0.1	0	0.1	1.9	-11	-4	i	-1	-6	2
42	CCOC(=O)N1CCN(c2nc3ccccc3nc2C(C#N)C(=O)NCCc2ccccc2)CC1 (configuration not stated)
    -0.4	-5	-1.1	1.7	-9	1	i	-5	-4	-5
43	Cn1sc2ccccc2c1=O
    -0.7	-2	1.1	-2.2	x	-3	i	-3	-5	2
44	CCC(CC)NC(=O)COC(=O)c1ccc(OCC(=O)Nc2ccccc2OC)c(OC)c1
    0.5	-3	-0.3	-0.6	-25	5	i	42	1	2
45	CCN(CC)c1nc2c(c(=O)n(C)c(=O)n2C)n1CCCc1ccccc1
    -0.3	0	0.6	-1.5	-2	-1	i	-1	2	0
46	NC(=O)C(CCCCN1CCCCC1)(c1ccccc1)c1ccccc1
    -0.1	-2	-0.8	-2.0	-10	-4	i	0	-3	1
47	Cc1cc2ccccc2nc1-c1ccccc1F
    -0.1	-1	0.0	-0.8	-13	0	i	3	2	-1
48	O=C(NC(=O)c1ccccc1)OCC1CCCN2CCCCC12 (configuration not stated)
    -0.2	0	0.3	-1.0	-3	-5	i	4	4	-1
49	Cc1nc(NCc2ccccc2)sc1C(=O)Nc1ccccc1
    -0.7	5	0.0	-1.5	-4	-4	i	-1	3	4
50	COc1ccc(NC(=O)c2nc[nH]c2C(=O)Nc2ccccc2C)cc1
    -0.4	0	-0.7	0.8	6	6	i	21	2	0
51	CN(C)CC1(c2ccccc2)CCCC1
    -0.2	-1	0.4	-1.3	-4	-7	i	-1	5	0
52	CCCNc1nc(NCC)nc(OC)n1
    0.8	-1	0.2	-0.6	-3	0	i	5	-3	3
53	COCCNc1nc2nonc2nc1N1C[C@H]2CC[C@H]1C2
    -1.6	-6	1.0	0.9	-2	-4	i	4	0	-3

From PubChem BioAssay
